Screening data from PubChem.
Bim-Bcl-XL = human Bim-Bcl-XL interaction inhibition; Q07817; Bim peptide-Bcl-XL binding, bead flow cytometry, fluorescence; inhibition, % at 10 µM; 190,000 compounds, 0.04% hits; AID 1007
Target sequence (Q07817 whole entry, looked up): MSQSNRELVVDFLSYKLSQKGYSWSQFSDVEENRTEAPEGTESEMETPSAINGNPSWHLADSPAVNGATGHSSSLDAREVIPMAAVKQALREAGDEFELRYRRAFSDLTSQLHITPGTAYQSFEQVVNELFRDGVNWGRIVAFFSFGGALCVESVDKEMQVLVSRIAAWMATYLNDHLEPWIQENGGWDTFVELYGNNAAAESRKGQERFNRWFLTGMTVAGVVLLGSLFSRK
Rab7 wt modul = alters GTP binding to wildtype dog Rab7 | GST-Rab7 beads, fluorescent GTP binding, flow cytometry; actives lie on both sides; untreated = 100%, excess cold GTP = 0% | GTP binding activity (percent of control), % at 10 µM | 190,000 compounds, 0.055% hits | AID 758;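 active = fluorescent GTP binding to Rab7 beads changed by at least 20 points from the 100% baseline, either direction, mostly lower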;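 note: median green fluorescence of bound Bodipy-FL-GTP per Rab7 bead population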
Rac1 wt GTP bind = human Rac1 wildtype GTP binding, inhibitors and activators. GTP binding activity (% of control), % at 10 µM. GST-Rac1 beads, fluorescent GTP binding, flow cytometry; actives lie on both sides; 0 = cold GTP competed, 100 = untreated. P63000. 190,000 compounds, 0.27% hits;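 active = GTP binding activity at least 20 points away from the 100% control level, either lower or higher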
Rab2 wt GTP = changes GTP binding to wildtype dog Rab2A, up or down | GST-Rab2 wt beads, Bodipy-GTP binding, flow cytometry | GTP binding activity, % at 10 µM | 190,000 compounds, 0.19% hits | AID 760;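 active = GTP binding activity at least 20 points away from 100%, either lowered or raised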;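 note: 0% = beads with excess unlabeled GTP and 100% = no-compound control corrected for plate trend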
Bcl-W Bim block = human Bim-Bcl-W interaction inhibition; Q92843; bead-based flow cytometry, Bim peptide-Bcl-W binding; inhibition, % at 10 µM; 190,000 compounds, 0.02% hits;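 note: 0% = bound tracer without compound and 100% = peptide blocker; higher means less fluorescent Bim peptide bound to Bcl-W beads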
Target sequence (Q92843 whole entry, looked up): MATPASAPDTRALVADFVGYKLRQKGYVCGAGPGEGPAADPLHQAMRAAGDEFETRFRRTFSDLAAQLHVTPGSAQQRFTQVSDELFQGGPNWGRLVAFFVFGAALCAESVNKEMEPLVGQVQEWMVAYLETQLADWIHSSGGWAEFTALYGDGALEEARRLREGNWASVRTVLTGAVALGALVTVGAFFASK
Bcl-2 Bim block = disrupts Bim peptide binding to human Bcl-2. inhibition, % at 10 µM. 190,000 compounds, 0.06% hits. Bead-based flow cytometry, Bim peptide-Bcl-2 binding. P10415; in the data active = inhibition above about 40%;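 note: 0% = no compound wells with probe peptide and 100% = reference peptide inhibitor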
Bim-Bcl-B = inhibitors of Bim-Bcl-B interaction, human; AID 951; 190,000 compounds, 0.073% hits; inhibition, % at 10 µM; bead-based flow cytometry, Bim peptide-Bcl-B binding; Q9HD36;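 note: 0% = tracer peptide without compound and 100% = reference inhibitor peptide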
Target sequence (Q9HD36 whole entry, looked up): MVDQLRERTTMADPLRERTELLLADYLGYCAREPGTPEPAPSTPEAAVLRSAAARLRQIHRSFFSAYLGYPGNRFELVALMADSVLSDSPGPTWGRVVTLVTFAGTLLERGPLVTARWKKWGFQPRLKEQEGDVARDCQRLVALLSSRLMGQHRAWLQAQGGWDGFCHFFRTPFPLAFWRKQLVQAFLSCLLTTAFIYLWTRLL
Bim-Bfl-1 = disrupts Bim binding to human Bfl-1; Q16548; Bead-based flow cytometry, Bim-Bfl-1 binding inhibition; inhibition, % at 10 µM; 190,000 compounds, 0.12% hits; AID 1008;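 note: 0% = wells without compound plus tracer and 100% = blocker peptide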
Rac1 mut GTP = alters GTP binding to activated mutant human Rac1; P63000; GST-Rac1 activated beads, fluorescent GTP binding, flow cytometry; actives lie on both sides; 100% means binding = to untreated wells; percent activity (GTP binding), % at 10 µM; 190,000 compounds, 0.11% hits; AID 764;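 active = GTP binding at least 20 percentage points away from the 100% baseline, in either direction, so actives lie on both sides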
Cdc42 wt GTP = modulators (inhibitors or activators) of GTP binding to human Cdc42 wildtype. GST-Cdc42 beads, Bodipy-GTP binding, flow cytometry; actives lie on both sides. percent activity (GTP binding), % at 10 µM. 190,000 compounds, 0.2% hits. AID 761;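 active = percent activity GTP binding at least 20 points away from the 100% baseline, either down as inhibitor or up as activator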;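 note: median bead fluorescence of bound Bodipy-FL-GTP at 100 nM; 0% = excess unlabeled GTP control and 100% = no compound control; below 100% means less GTP binding so inhibitor and above means activator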
HRas wt GTP = changes GTP binding to wildtype human HRas. P01112. GST-Ras wt beads, Bodipy-FL-GTP binding, flow cytometry; actives lie on both sides. GTP binding activity, % at 10 µM. 190,000 compounds, 0.14% hits. AID 759;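 active = GTP binding activity at least 20% away from the 100% baseline, either lowered as inhibitor or raised as activator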;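 note: 0% = unlabeled GTP competition control and 100% = no-compound control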
Target sequence (P01112 whole entry, looked up): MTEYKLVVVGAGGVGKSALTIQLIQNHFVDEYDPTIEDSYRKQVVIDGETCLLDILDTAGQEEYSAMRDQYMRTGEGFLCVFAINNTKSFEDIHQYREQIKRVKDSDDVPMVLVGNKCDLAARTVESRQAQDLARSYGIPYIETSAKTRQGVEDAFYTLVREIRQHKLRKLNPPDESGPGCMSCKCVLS
Active calls of the source: *. Cut-off read from the data, not from the text of the source, unless noted: active = inhibition above about 40%.

SMILES	Bim-Bcl-XL	Rab7 wt modul	Rac1 wt GTP bind	Rab2 wt GTP	Bcl-W Bim block	Bcl-2 Bim block	Bim-Bcl-B	Bim-Bfl-1	Rac1 mut GTP	Cdc42 wt GTP	HRas wt GTP
Cc1[nH]c2ccccc2c1C(=O)C(=O)NCCc1ccc(S(N)(=O)=O)cc1	-3.0	99.0	104.0	98.0	-4.0	2.0	-4.0	-2.0	103.0	102.0	99.0
C=CCNC(=O)c1c(Cl)nc(C)c([N+](=O)[O-])c1C	1.0	101.0	101.0	98.0	0.0	0.0	1.0	-5.0	101.0	97.0	101.0
Cc1cccc(NCc2nc(SCC(N)=O)n[nH]2)c1	-7.0	101.0	105.0	102.0	0.0	-14.0	-14.0	-10.0	99.0	102.0	101.0
COC(=O)c1nnc(-c2ccccc2)nc1OC	4.0	96.0	98.0	97.0	-2.0	-6.0	-9.0	-14.0	95.0	98.0	98.0
Cc1ccc2nc(-c3cccnc3SCC(=O)N3c4ccccc4CC3C)[nH]c2c1 (stereo not given)	-1.0	94.0	95.0	95.0	0.0	-2.0	0.0	2.0	97.0	94.0	95.0
COc1ccc([N+](=O)[O-])cc1NC(=O)CSCc1cc(C)cc(C)c1	-5.0	101.0	101.0	96.0	-2.0	0.0	-2.0	0.0	101.0	101.0	101.0
Cc1cccc(Cn2ccc(NC(=O)c3ccc4c(c3)OCO4)n2)c1	-2.0	96.0	101.0	101.0	-1.0	-5.0	-4.0	-4.0	101.0	103.0	100.0
O=C1c2cccc3cccc(c23)C(=O)N1CC1CCCO1 (stereo not given)	-2.0	96.0	98.0	99.0	0.0	0.0	-8.0	-8.0	96.0	99.0	95.0
CCN(CC)C(=O)C1CCCN(Cc2ccc3c(c2)OCO3)C1 (stereo not given)	-14.0	100.0	101.0	99.0	-4.0	-6.0	-4.0	-12.0	100.0	101.0	99.0
O=c1c(Cl)c(N2CCOCC2)cnn1-c1ncc(C(F)(F)F)cc1Cl	0.0	96.0	97.0	98.0	0.0	1.0	0.0	-3.0	97.0	101.0	97.0
CCCN(CCC)C(=O)c1cc(-c2ccc3c(c2)OCO3)nc2ccccc12	-9.0	95.0	109.0	102.0	2.0	-9.0	-10.0	-7.0	99.0	108.0	102.0
Cc1cc(NC(=O)Cc2cn3ccsc3n2)n(-c2ccccc2)n1	2.0	99.0	101.0	99.0	1.0	0.0	2.0	0.0	98.0	99.0	99.0
CCCCNC(=O)NC1CCCC1	-2.0	103.0	103.0	100.0	-2.0	-2.0	-3.0	-1.0	100.0	102.0	101.0
CCc1nnc(NC(=O)CCN2C(=O)c3ccccc3S2(=O)=O)s1	0.0	101.0	107.0	104.0	0.0	-3.0	2.0	2.0	102.0	105.0	107.0
C/C(=N\NC(=O)CNc1cccc(C)c1)c1ccc(Br)s1	-4.0	98.0	97.0	96.0	-1.0	1.0	-1.0	4.0	99.0	98.0	97.0
COc1ccc(C2c3c(ccc4ccccc34)Oc3ncn4nc(CO/N=C/c5ccccc5)nc4c32)cc1 (stereo not given)	1.0	102.0	105.0	102.0	0.0	-8.0	-7.0	-11.0	100.0	104.0	103.0
CCc1cccc(CC)c1-n1c(-c2cccnc2)n[nH]c1=S	-3.0	101.0	95.0	96.0	0.0	7.0	-26.0	21.0	93.0	93.0	96.0
COc1ccc(C(=O)C(OC(=O)c2ccc(C)c(NC(C)=O)c2)c2ccccc2)cc1 (stereo not given)	1.0	99.0	97.0	100.0	1.0	1.0	-3.0	4.0	96.0	101.0	100.0
COC(=O)/C(=C/c1ccco1)NC(=O)c1ccco1	-4.0	95.0	106.0	101.0	-2.0	-1.0	-3.0	0.0	100.0	101.0	101.0
CS(=O)(=O)N(Cc1ccccc1Cl)c1ccc(C(=O)NCc2cccnc2)cc1	-5.0	102.0	99.0	97.0	-6.0	-4.0	-5.0	-5.0	96.0	95.0	97.0

Taken from above.
Result for C/C(=N\NC(=O)CNc1cccc(C)c1)c1ccc(Br)s1 under Rac1 wt GTP bind: 97.0
Result for CCCN(CCC)C(=O)c1cc(-c2ccc3c(c2)OCO3)nc2ccccc12 under Bim-Bcl-XL: -9.0
Result for CCc1nnc(NC(=O)CCN2C(=O)c3ccccc3S2(=O)=O)s1 under Rac1 wt GTP bind: 107.0

Next entries follow.
SMILES	Bim-Bcl-XL	Rab7 wt modul	Rac1 wt GTP bind	Rab2 wt GTP	Bcl-W Bim block	Bcl-2 Bim block	Bim-Bcl-B	Bim-Bfl-1	Rac1 mut GTP	Cdc42 wt GTP	HRas wt GTP
Cc1ccc(NC(=O)CN2C(=O)/C(=C\c3cccs3)SC2=S)cc1	-2.0	97.0	102.0	96.0	-2.0	2.0	-5.0	0.0	96.0	100.0	99.0
O=C(CNC(=O)c1ccc(S(=O)(=O)N2CCCC2)cc1)N/N=C/c1ccccc1Cl	-4.0	100.0	101.0	96.0	0.0	0.0	-5.0	0.0	98.0	97.0	101.0
S=c1[nH]cc(Cc2ccccc2)s1	-21.0	101.0	98.0	93.0	-14.0	-8.0	-54.0	0.0	99.0	97.0	97.0
COc1ccc(C(O)CNc2ccc(C)cc2)cc1 (stereo not given)	0.0	99.0	99.0	101.0	0.0	-3.0	0.0	0.0	99.0	101.0	99.0
NCCc1nnc(SCc2ccc(F)cc2)o1	1.0	100.0	100.0	99.0	3.0	-4.0	1.0	0.0	97.0	100.0	102.0
COc1cc(/C=C/C(=O)O)cc(S(=O)(=O)NCc2ccco2)c1OC	-4.0	100.0	99.0	96.0	-1.0	0.0	-4.0	-7.0	97.0	97.0	96.0
CN(C)c1nc(N)nc(CSc2nnnn2-c2cccc3ccccc23)n1	9.0	105.0	104.0	103.0	-2.0	-11.0	-10.0	-12.0	101.0	104.0	103.0
CC1Cc2ccccc2N1C(=O)COC(=O)Cn1cnc2ccccc2c1=O (stereo not given)	-2.0	95.0	95.0	96.0	-1.0	-4.0	-1.0	-4.0	97.0	99.0	99.0
COc1cc2c(cc1OC)C(C)N(C(=O)c1cccc([N+](=O)[O-])c1)CC2 (stereo not given)	-4.0	100.0	104.0	99.0	-1.0	-4.0	-3.0	-3.0	98.0	104.0	100.0
COc1ccc2c(c1)C(C)=CC(C)(C)N2S(=O)(=O)c1ccc(C)cc1	0.0	94.0	95.0	95.0	0.0	-4.0	-1.0	-5.0	91.0	94.0	94.0
CN1CCC(N(C)C(=O)COc2ccccc2-c2ccccc2)CC1	0.0	102.0	105.0	101.0	1.0	-9.0	-6.0	-9.0	100.0	101.0	100.0
CCCN1Cc2cccc(C(=O)N3CCN(c4ccc(OC)cc4)CC3)c2C1=O	-2.0	104.0	102.0	101.0	-1.0	-5.0	-3.0	-5.0	98.0	102.0	99.0
CC(C)(C)N1C(=O)c2ccc(C(=O)NCc3ccco3)cc2C1=O	-1.0	103.0	108.0	101.0	-1.0	-5.0	-7.0	-6.0	101.0	105.0	102.0
COc1ccc(S(=O)(=O)N2CCN(C(=S)NC3CCCCC3)CC2)cc1	-3.0	93.0	99.0	95.0	1.0	-1.0	-11.0	-1.0	96.0	98.0	96.0
CCOc1ccccc1NC(=O)c1ccccc1-c1nc(-c2ccccc2OC)no1	0.0	100.0	103.0	100.0	1.0	0.0	2.0	1.0	98.0	103.0	103.0
CCOC(=O)NC(=O)CSc1cc(C)c2cc(C)cc(C)c2n1	-2.0	105.0	100.0	99.0	-2.0	1.0	-5.0	-7.0	96.0	99.0	100.0
COCCCNc1nc2c(-c3ccc(Cl)cc3)nnn2c2ccccc12	-2.0	99.0	102.0	99.0	-4.0	0.0	-5.0	-1.0	99.0	100.0	99.0
Cc1c(Br)c([N+](=O)[O-])nn1CCCC(=O)N1CCN(c2ccccc2)CC1	-6.0	98.0	103.0	97.0	-3.0	-11.0	-5.0	-14.0	99.0	103.0	99.0
Cc1ccc(C(=O)NC2CCN(S(=O)(=O)c3ccccc3)CC2)cc1	-2.0	106.0	105.0	100.0	0.0	0.0	-2.0	-8.0	98.0	101.0	101.0
O=c1ccc(Cl)cn1Cc1ccccc1F	3.0	99.0	103.0	101.0	5.0	3.0	12.0	17.0	98.0	100.0	101.0
CCOC(=O)c1c(NC(=O)c2cc(CC(C)C)on2)sc(C(C)=O)c1C	0.0	98.0	104.0	98.0	1.0	-5.0	-3.0	-5.0	99.0	100.0	102.0
C/C=C/Cn1c(SCc2ccc(C)cc2)nc2c1c(=O)[nH]c(=O)n2C	-3.0	105.0	110.0	101.0	2.0	-5.0	-8.0	-2.0	97.0	104.0	105.0

Sorted by molecular weight (smallest number first): five of the compounds above.
SMILES	Bim-Bcl-XL	Rab7 wt modul	Rac1 wt GTP bind	Rab2 wt GTP	Bcl-W Bim block	Bcl-2 Bim block	Bim-Bcl-B	Bim-Bfl-1	Rac1 mut GTP	Cdc42 wt GTP	HRas wt GTP
CCOC(=O)NC(=O)CSc1cc(C)c2cc(C)cc(C)c2n1	-2.0	105.0	100.0	99.0	-2.0	1.0	-5.0	-7.0	96.0	99.0	100.0
C/C=C/Cn1c(SCc2ccc(C)cc2)nc2c1c(=O)[nH]c(=O)n2C	-3.0	105.0	110.0	101.0	2.0	-5.0	-8.0	-2.0	97.0	104.0	105.0
Cc1ccc(C(=O)NC2CCN(S(=O)(=O)c3ccccc3)CC2)cc1	-2.0	106.0	105.0	100.0	0.0	0.0	-2.0	-8.0	98.0	101.0	101.0
CCOC(=O)c1c(NC(=O)c2cc(CC(C)C)on2)sc(C(C)=O)c1C	0.0	98.0	104.0	98.0	1.0	-5.0	-3.0	-5.0	99.0	100.0	102.0
CCOc1ccccc1NC(=O)c1ccccc1-c1nc(-c2ccccc2OC)no1	0.0	100.0	103.0	100.0	1.0	0.0	2.0	1.0	98.0	103.0	103.0
